From PubChem
Coupling enz: coupling enzyme interference in Giardia aldolase counter-screen; 290,000 compounds, 0.67% hits; coupling enzyme system counterscreen, AmpLite Red fluorescence; AID 2472; activity change, negative = inhibition, % at 58.2 µM, hits read low; in the data active = activity change below about -30%; also: % is scaled to controls: 0 for no effect and ±100 for the full control effect
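Counterscreen lacking aldolase: glyceraldehyde-3-phosphate coupling-enzyme reagent preincubated 10 min at RT with compound (at 57.5 uM final), then substrate/coupling system with AmpLite Red added; fluorescence read at 525/598 nm after 20 min RT.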
RORg inh: ROR gamma (mouse) transcription inhibition. P51450. Drosophila S2 Gal4-RORgamma UAS-luciferase reporter, 20 h. Potency, µM (doses to about 53.6 µM), without a hit: at the top dose activity change, negative = inhibition, most hits filed as inhibitors. 310,000 compounds, 5.4% hits; also: potency is read from the fitted curve at half-maximal effect; % is scaled to controls: 0 for no effect and ±100 for the full control effect; nearly all actives have a fitted effect of over 60% in size
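Compounds are pin-transferred onto Drosophila Schneider cells expressing a copper-inducible Gal4–ROR gamma transactivation domain fusion. After 1 hr, copper sulfate is added to 700 uM final; luciferase is read 20 hr later.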
NPC1 promoter act: NPC1 promoter activation. Huh7 NPC1 promoter luciferase reporter, 24 h. Potency, µM (titrated, usually from 9.22 µM), without a hit: at the top dose activation, usual class: activators. 320,000 compounds, 2.4% hits. AID 485313;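 also: potency is read from the fitted curve at half-maximal effect; % of control where 0% means no effect; nearly all actives have a fitted effect of over 60% in size; reporter is driven by a mutant NPC1 promoter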
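Luciferase expression driven by the NPC1 promoter was measured in stably transfected Huh7 cells after a 24 h compound incubation, using a luciferase reagent and a luminescence read.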
uPA generation: inhibitors of cell surface uPA generation | cell surface uPA generation assay, qHTS | Potency, µM (doses to about 38.3 µM), without a hit: at the top dose activity change, negative = inhibition, actives largely listed as inhibitors | 330,000 compounds, 0.31% hits | AID 540303; active = well fitted inhibition curve with a large enough effect; inconclusive = small, poorly fitted or top-dose-only effect; inactive = no such curve, though single readings can be large or run the other way; tested in mouse RAW 264.7 cells; also: potency is read from the fitted curve at half-maximal effect; % is scaled to controls: 0 for no effect and ±100 for the full control effect; nearly all actives have a fitted effect of over 55% in size
Giardia kill: kills Giardia lamblia. Giardia lamblia trophozoite viability. activity change, % at 7.66 µM, hits read low. 340,000 compounds, 0.15% hits. AID 540267; in the data active = activity change below about -80%; inconclusive = between about -30% and that limit;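 also: parasites exposed to compound for two days anaerobically before the ATP read; % is scaled to controls: 0 for no effect and ±100 for the full control effect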
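Luminescence from cellular ATP indicates surviving trophozoites (100 cells/well) following 48 hrs anaerobic compound treatment at 37 deg C; signal develops 15-30 min at room temperature.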
FLuc modulator: inhibits or activates purified firefly luciferase, miR-21 counter-screen | purified FLuc, Km substrates, luminescence inhibition | Potency, µM (doses to about 57.5 µM), inactives show at the highest dose activity change, negative = inhibition, actives largely listed as inhibitors | P08659 | 360,000 compounds, 6.9% hits | AID 588342;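 also: potency is read from the fitted curve at half-maximal effect; plate controls were vehicle for no effect and reference inhibitor for full effect; nearly all actives have a fitted effect of over 55% in size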
Target sequence (P08659 whole entry, looked up): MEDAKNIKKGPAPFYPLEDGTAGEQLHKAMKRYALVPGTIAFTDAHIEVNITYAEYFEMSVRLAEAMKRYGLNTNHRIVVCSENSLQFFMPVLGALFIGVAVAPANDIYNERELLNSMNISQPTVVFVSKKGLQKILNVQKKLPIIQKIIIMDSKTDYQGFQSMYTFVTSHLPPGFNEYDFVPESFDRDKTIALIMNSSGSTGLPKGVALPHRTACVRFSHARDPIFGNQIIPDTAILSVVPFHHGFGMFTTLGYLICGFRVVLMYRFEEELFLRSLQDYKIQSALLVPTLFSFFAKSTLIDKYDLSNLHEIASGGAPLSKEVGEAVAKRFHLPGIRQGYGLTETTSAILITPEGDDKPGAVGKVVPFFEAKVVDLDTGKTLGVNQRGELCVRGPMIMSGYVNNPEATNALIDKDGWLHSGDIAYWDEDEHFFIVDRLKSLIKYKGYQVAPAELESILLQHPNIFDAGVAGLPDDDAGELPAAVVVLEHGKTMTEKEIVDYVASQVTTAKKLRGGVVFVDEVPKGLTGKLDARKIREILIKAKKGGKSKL
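Purified P. pyralis luciferase (10nM final) with 10uM D-luciferin and 10uM ATP (Km levels) in 50mM Tris acetate pH 7.5, 10mM Mg acetate, 0.01% Tween-20, 0.05% BSA; qHTS 6-point titration, ~60 µM downward; luminescence read.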
KCNH2 3.1 block: blocks the human KCNH2 3.1 channel isoform; U2OS KCNH2 3.1, thallium flux FluxOr; active compounds read low; activity change, % (tested at about 1.8 µM); 340,000 compounds, 0.95% hits;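 active = maximum activity change below -70%; inconclusive = maximum activity change from -70% to -50%; inactive = maximum activity change above -50%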;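 also: thallium influx rate constant from kinetic fluorescence after stimulation buffer; % is scaled to controls: 0 for no effect and ±100 for the full control effect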
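U2OS cells transduced with KCNH2 3.1 mutant virus (1.77 x 10^8 /mL, 4 h), plated overnight at 37 C, loaded 45 min with FluxOr dye plus Red40 quencher. Thallium flux rate constant from kinetic reads after stimulation buffer, normalised to controls.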
Tb PFK block: T. brucei PFK enzyme inhibition. O15648. T. brucei PFK, ADP-Glo luminescence. Potency, µM (series often up to 57.5 µM), for inactives: at the top dose activity, negative = inhibition, hits mostly inhibitors. 330,000 compounds, 0.17% hits. AID 485367;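 also: potency is read from the fitted curve at half-maximal effect; 0% = uninhibited 1x PFK enzyme wells and -100% = no-enzyme wells; nearly all actives have a fitted effect of over 60% in size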
Target sequence (O15648 whole entry, looked up): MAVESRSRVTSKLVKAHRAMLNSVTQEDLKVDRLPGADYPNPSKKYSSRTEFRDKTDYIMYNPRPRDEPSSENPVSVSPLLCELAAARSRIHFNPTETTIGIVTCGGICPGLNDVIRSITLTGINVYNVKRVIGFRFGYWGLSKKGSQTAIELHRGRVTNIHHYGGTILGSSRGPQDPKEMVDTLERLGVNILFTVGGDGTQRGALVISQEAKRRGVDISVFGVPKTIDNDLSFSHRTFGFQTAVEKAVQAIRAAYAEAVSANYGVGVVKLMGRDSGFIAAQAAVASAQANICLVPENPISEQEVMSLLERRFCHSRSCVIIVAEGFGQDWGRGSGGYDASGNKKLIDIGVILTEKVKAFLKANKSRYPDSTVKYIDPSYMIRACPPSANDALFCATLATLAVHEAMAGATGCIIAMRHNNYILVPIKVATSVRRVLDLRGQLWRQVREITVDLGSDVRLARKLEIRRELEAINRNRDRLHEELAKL
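PFK 1.25 nM, F6P 0.5 mM, ATP 0.1 mM, 0.1 M TEA pH 8.0, 5 mM MgCl2, 0.01% Tween20, 0.1% BSA; 45 min RT. ADP-Glo readout. qHTS titration up to 57 uM; curves fitted, compounds curve-classed.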
ELG1 genotoxic: genotoxicity induction in ELG1-luciferase HEK293T cells. AID 504466. Potency, µM (titrated, usually from 46 µM), inactives show at the top dose activity change, positive = activation, usual class: activators. 330,000 compounds, 1.3% hits. HEK293T ELG1-luciferase reporter, luminescence, 16 h; also: potency is read from the fitted curve at half-maximal effect; % of control where 0% means no effect; nearly all actives have a fitted effect of over 60% in size
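Genotoxicity was scored as increased ELG1-luciferase reporter signal, measured by ONE-Glo luminescence (30 min, room temperature). Compound or vehicle exposure of the HEK293T reporter cells lasted 16 hr at 37°C.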
Rab9 prom act: activates the Rab9 promoter; Huh7 Rab9 promoter-luciferase reporter, luminescence, 24 h; Potency, µM (series often up to 9.22 µM), for the others: top-dose activation, negative = inhibition, usual class: activators; 320,000 compounds, 2.8% hits; also: potency is read from the fitted curve at half-maximal effect; % of control where 0% means no effect; nearly all actives have a fitted effect of over 60% in size
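Stable Rab9-luc Huh7, 1500 cells/well, 2 h settle; cmpd in DMSO, 24 h, 37 °C/5% CO2; luciferase reagent 10 min RT; luminescence.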
Gal4-VP16 FLuc: inhibits Gal4-VP16 luciferase reporter, ROR gamma counter-screen. Drosophila S2 Gal4-VP16 UAS-luciferase, luminescence, 20 h. Potency, µM (series often up to 53.6 µM), inactives show at the highest dose activity, negative = inhibition, most hits filed as inhibitors. 310,000 compounds, 3.5% hits. AID 2546;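 also: Gal4-VP16 expression switched on by copper sulfate through the metallothionein promoter; potency is read from the fitted curve at half-maximal effect; % is scaled to controls: 0 for no effect and ±100 for the full control effect; nearly all actives have a fitted effect of over 50% in size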
Starred values were filed as active, the others as inactive; u = inconclusive; x = no result given; & = joins results of further samples; [ ] = remark or other dose. Unless noted, calls follow the shape of the dose curve; as a rule, active = well fitted curve in the direction sought with a large enough effect; inconclusive = small, poorly fitted or top-dose-only effect, or another doubt; inactive = no such curve, though single readings can be large; an effect the other way counts as inactive or inconclusive.

nr	mol	Coupling enz	RORg inh	NPC1 promoter act	uPA generation	Giardia kill	FLuc modulator	KCNH2 3.1 block	Tb PFK block	ELG1 genotoxic	Rab9 prom act	Gal4-VP16 FLuc
1	COC(=O)C(Nc1nccs1)(OC)C(F)(F)F (stereo not given)	-1	4%	1%	-3%	-13	1%	0	0%	10%	4%	-7%
2	CONc1nc2nonc2nc1NOC	3	-4%	-3%	0%	2	1%	3	0%	1%	-3%	2%
3	CCN(CC)S(=O)(=O)c1cccc(-c2nnc(SC(C)C#N)n2Cc2ccccc2)c1 (stereo not given)	2	u	2%	-3%	1	3%	-2	-7%	-11%	4%	-11%
4	O=C(NC1CC2CCCC(C1)N2C1CC1)NC12CC3CC(CC(C3)C1)C2 (stereo not given)	5	9%	-3%	x	x	0%	x	-1%	2%	2%	-8%
5	COc1ccccc1-n1cc(-c2ccccc2)[nH]c1=S	1	4µM*	-4%	-7%	38[activator]	0%	7	-18%	0%	2%	20µM*
6	COc1ccc(NC(=O)CSc2nnc(C3CCCCC3)o2)c(OC)c1	-8	12%	0%	0%	30	-1%	-6	-6%	-1%	-3%	-6%
7	O=c1[nH]c(/C(=N\O)c2ccccc2)no1	6	u	-10%	-3%	-5	5%	6	-11%	u	-16%	u
8	COc1ccc(C)cc1S(=O)(=O)n1nc(C)cc1C	-1	17%	2%	2%	5	1%	15	3%	0%	-3%	4%
9	Cn1nc(C(F)(F)F)c2cc(C(=O)Nc3ccc(F)cc3F)sc21	-2	39%	-7%	5%	-19	3%	0	-6%	-1%	-5%	1%[0.365 µM]
10	COc1ccc(-c2c(C)oc3c(CN4CCN(C)CC4)c(O)ccc3c2=O)cc1	1	23%	-1%	-6%	-2	0%	0	1%	2%	1%	-2%
11	COCCn1c(SCC(=O)c2c(N)n(C3CC3)c(=O)[nH]c2=O)nnc1-c1ccc(Cl)cc1	x	x	-3%	-32%	-7	0%	-3	0%	2%	5%	x
12	O=S(=O)(N/N=C/c1cccnc1)c1ccc(Cl)c(Cl)c1	8	-2%	-1%	-1%	-3	-16%	4	2%	-3%	0%	2%

More results follow:
nr	mol	Coupling enz	RORg inh	NPC1 promoter act	uPA generation	Giardia kill	FLuc modulator	KCNH2 3.1 block	Tb PFK block	ELG1 genotoxic	Rab9 prom act	Gal4-VP16 FLuc
13	O=C(c1cccs1)N1CCN(S(=O)(=O)c2ccccc2)CC1	4	24%	-6%	0%	-5	6%	-4	5%	0%	0%	11%
14	COc1ccc(S(=O)(=O)N(Cc2nc3ccccc3c(=O)[nH]2)C2CCCC2)cc1	-1	u	-1%	0%	-6	3%	8	-1%	-14%	-1%	13%
15	CC(C)C(=O)N1CCN(c2ccc(NC(=O)c3ccc4c(c3)OCCO4)cc2Cl)CC1	-12	32%	6%	x	7	4.3µM*	-14	-4%	-34%[inhibitor]	-2%	1%
16	CN(C)c1nc(C#N)nc(N2CCOCC2)n1	x	0%	-7%	-8%	-15&-5	-3%	5	-1%	0%	-2%	-3%
17	Cc1nc2ccccc2c(=O)n1NCc1cc(Br)cs1	1	-32%	0%	9%	4	-12%	0	4%	-4%	3%	8%
18	COc1ccc(C/C(N)=N/OC(=O)COc2ccccc2C)cc1	-1	19%	3%	3%	-4	0%	-12	-1%	-4%	-4%	-5%
19	Cc1nnc2ccc(-c3ccc(NC(=O)c4ccc(Cl)nc4)cc3)nn12	1	7%	-8%	x	x	-2%	x	-2%	7%	-6%	2%
20	Cc1ccc(C(=O)COC(=O)CCC(=O)Nc2cc(Cl)ccc2Cl)cc1[N+](=O)[O-]	0	2%	-1%	0%	-7	5%	3	3%	-3%	0%	8%
21	CCN1C(=S)SC(=O)C1=C1C=C(C)OC(C)=C1	0	u	u	15%	6	u	0	-5%	13%	u	16%
22	COc1ccc(-c2ccc([C@H]3[C@H]4C=CC[C@@H](C)[C@@H]4C(=O)N3Cc3ccccc3)c(F)c2)cc1C	0	-15%	-6%	-8%	12	-1%	-7	-11%	-8%	-8%	5%
23	COc1ccc(NC(=O)NN2CCOCC2)cc1OC	0	-9%	-1%	5%	-14	0%	11	-3%	5%	-1%	-6%
24	COc1ccccc1N(CC(=O)Nc1ccccc1C(=O)N1CCOCC1)S(C)(=O)=O	1	-23%	1%	-1%	-11	2%	-5	1%	3%	-45%[inhibitor]	1%

(listing goes on)
nr	mol	Coupling enz	RORg inh	NPC1 promoter act	uPA generation	Giardia kill	FLuc modulator	KCNH2 3.1 block	Tb PFK block	ELG1 genotoxic	Rab9 prom act	Gal4-VP16 FLuc
25	COc1ccccc1N1CCN(C(=O)c2ccc(Br)s2)CC1	1	15%	-5%	3%	2	0%	5	3%	-1%	-2%	2%
26	O=C(CSc1ncn[nH]1)NCc1ccccc1Cl	3	44%	0%	1%	-6	-6%	-8	-4%	0%	3%	0%
27	C=CCC[C@@H](Cc1ccc(F)cc1)C(=O)OC[C@H](Cc1c[nH]c2ccccc12)NC(=O)[C@H](CC=C)CC(=O)NCCO	x	x	x	3%	1	x	-33	2%	-7%	x	x
28	COCCCNC(=O)c1cccs1	7	-11%	6%	0%	2	1%	8	-2%	4%	-3%	3%
29	O=C(Nc1cccnc1)c1ccccc1Cl	0	17%[1.91 µM]	-5%	0%	-7	-2%	2	0%	5%	-3%	-11%
30	Cc1ccc(S(=O)(=O)CCC(=O)OCC(=O)NCCc2ccccc2)cc1	x	x	0%	6%	0	1%	7	-14%	-2%	-5%	x
31	COc1ccc(OC2OC3COC(c4ccco4)OC3C(O)C2NC(C)=O)cc1 (stereo not given)	3	-15%	-1%	18%	-16	0%	-5	0%	2%	-3%	10%
32	CN1C(N)=NC(=O)/C1=C\c1ccc(Br)cc1	4	7%	-1%	6%	15	-2%	23	22%	5%	-4%[1.84 µM]	20%
33	Nc1cccc(C#Cc2ccc3c(c2)C(=O)/C(=C/c2ccsc2)O3)c1	x	x	x	-9%	-15	x	-8	0%	0%	x	x
34	O=C(NC(=S)N1CCCC(O)C1)c1ccco1 (stereo not given)	x	x	x	6%	-21	x	-6	-2%	3%	x	x
35	O=C(CSc1nc2ccccc2[nH]1)NCCc1ccc(Cl)cc1	2	40%	-2%	1%	11	2%	-30	-1%	-4%	0%	3%
36	CCCc1cc(-c2ccc(O)c(OCC)c2)c(C#N)c(N)n1	-3	20%	-1%	-9%	-13	-1%	-3	3%	u	3%	5%

(next part)
nr	mol	Coupling enz	RORg inh	NPC1 promoter act	uPA generation	Giardia kill	FLuc modulator	KCNH2 3.1 block	Tb PFK block	ELG1 genotoxic	Rab9 prom act	Gal4-VP16 FLuc
37	CC1(C)Cc2cccc(OCC(=O)OCc3nnc(-c4ccccc4)o3)c2O1	x	x	-4%	2%	2	5%	-13	2%	0%	0%	x
38	O=C1NN(c2ccc(F)cc2)C(=O)/C1=C\c1cnn(-c2ccccc2)c1	1	7%	-1%	x	x	-23%	x	-23%	0%	-8%	0%
39	COC(=O)/C=C/c1ccsc1NC(C)=O	0	-47%	-1%	-4%	-14	-2%	6	0%	7%	27%	u
40	CC1(C)C(=O)OC(/C=C\c2ccccc2)C(C)(C)C1=O (stereo not given)	3	36%	1%	-4%	-26	4%	13	-2%	-6%	-24%	11%
41	CC(C)OC(=O)C1=C2SCC(=O)N2C(N)=C(C#N)C1	2	13µM*	-6%	4%	4	1%	7	-3%	3%	3%	-7%
42	CC(C)(CN=C1NS(=O)(=O)c2ccccc21)CNC(=O)CN1C(=O)c2ccccc2C1=O	-2	-17%	1%	1%	-13	-4%	-4	0%	-1%	-3%	-11%
43	CC1(C)Cc2c(ccc3ccccc23)/C(=C/C#N)N1	-8	-41%	0%	-13%	-13	-1%	-8	0%	-1%	8%	-1%

A portion of the results above, for reference:
nr	mol	Coupling enz	RORg inh	NPC1 promoter act	uPA generation	Giardia kill	FLuc modulator	KCNH2 3.1 block	Tb PFK block	ELG1 genotoxic	Rab9 prom act	Gal4-VP16 FLuc
39	COC(=O)/C=C/c1ccsc1NC(C)=O	0	-47%	-1%	-4%	-14	-2%	6	0%	7%	27%	u
40	CC1(C)C(=O)OC(/C=C\c2ccccc2)C(C)(C)C1=O (stereo not given)	3	36%	1%	-4%	-26	4%	13	-2%	-6%	-24%	11%
41	CC(C)OC(=O)C1=C2SCC(=O)N2C(N)=C(C#N)C1	2	13µM*	-6%	4%	4	1%	7	-3%	3%	3%	-7%
42	CC(C)(CN=C1NS(=O)(=O)c2ccccc21)CNC(=O)CN1C(=O)c2ccccc2C1=O	-2	-17%	1%	1%	-13	-4%	-4	0%	-1%	-3%	-11%
43	CC1(C)Cc2c(ccc3ccccc23)/C(=C/C#N)N1	-8	-41%	0%	-13%	-13	-1%	-8	0%	-1%	8%	-1%
